# Bioassay records deposited in PubChem BioAssay by several laboratories.
# RmlCD inh mix: mixture blocks RmlC and RmlD coupled enzyme activity. RmlC/RmlD coupled enzyme inhibition, 384-well mixture HTS. inhibition, % at 5.5 µM. 0.39% of 110,000 active; in the data active means inhibition above about 30%, passing the limit was not always enough; inconclusive means no clear call, values can overlap the other calls; further: strong numbers were not always called active
# HIV RNase H inh: blocks HIV-1 RNase H cleavage of RNA/DNA duplex | RT-RNase H RNA/DNA duplex cleavage, fluorescence | inhibition, % at 10 µM | 1.9% of 65,000 active | AID 565; in the data active means inhibition above about 50%
# Numbers without * were called inactive; ? = inconclusive; / = not tested or not shown.
SMILES,RmlCD inh mix,HIV RNase H inh
Cc1ccc(C(=O)N2CCC(C(N)=O)CC2)cc1C,11,-1
O=C(c1cccn2c(=O)c3cc(Cl)ccc3nc12)N1CCOCC1,50,5
CC(NC(=O)c1ccccc1O)c1ccccc1 (stereo unspecified),-5,-4
FC(F)(F)c1ccc2c(c1)nnn2C1CCN(Cc2nnnn2Cc2ccccc2)CC1,-12,-14
C#CCNC(=O)C1=C[C@@H](c2ccc(C(F)(F)F)cc2)[C@H](CCCO)[C@@H](OCC)O1,7,/
COc1ccc(Cl)cc1NC(=O)c1ccco1,-14,-28
Cc1ccc2c(c1)C1OCCC1C1N2C(=O)C2C(C(=O)O)C3C=CC21O3 (stereo unspecified),13,-11
COC(=O)C1CCN(C(=O)N2CCOCC2)CC1,7,-5
O=C(CSc1nnnn1C1CCCC1)Nc1ccc2c(c1)OCCO2,-5,0
Cc1ccc(N(CC(N)=O)C2SC(=O)N(Cc3cccc(C(=O)O)c3)C2=O)cc1 (stereo unspecified),1,/
Cc1ccc(C)c(CSc2nnc(-c3cccnc3)o2)c1,-13,-5
CCOC(=O)C1CCN(c2c(N(C)Cc3ccco3)c(=O)c2=O)CC1,5,-4
O=C(COC(=O)CNC(=O)C1CCCCC1)Nc1ccc(Cl)cn1,2,-2
Cc1cccc(C)c1NC(=O)C1(N(Cc2ccco2)C(=O)c2ccccn2)CCCC1,-10,0
CCOC(=O)C(=O)Nc1ccccc1C(=O)NC(C)C,4,/
CCOC(=O)N1CCC(NC(=O)CCS(=O)(=O)c2ccc3c(c2)CCN3C(C)=O)CC1,/,-16
O=C(/C=C/c1ccc(O)c(O)c1)O[C@H](Cc1ccc(O)c(O)c1)C(=O)O,7,/
Cn1c(=O)[nH]c(=O)c2c1nc(NCCCn1ccnc1)n2CCOc1ccccc1,-9,-33
COc1cccc(C(=O)Oc2c(CN3CCOCC3)cc(Cl)c3cccnc23)c1,-5,/
CC1=CC(C)(C)N2C(=O)C3(SCC(=O)N3c3ccc(O)cc3)c3cc(C)cc1c32 (stereo unspecified),-16,2
Cc1nn(CC(O)Cn2cnc3c2c(=O)n(C)c(=O)n3C)c(C)c1Br (stereo unspecified),0,-4
COc1ccc(C)cc1NC(=O)c1cc2ccccc2o1,-1,-4
CCN(CC(=O)Nc1c(C(=O)OC)[nH]c2ccc(C)cc12)c1ccc2c(c1)OCO2,4,-11
COc1cc(OC)cc(C(=O)Nc2ncc3c(n2)CC(C)CC3=O)c1 (stereo unspecified),-13,7
O=C(CN1CCOCC1)n1c2ccccc2c2ccccc21,11,-21

# Brought forward from above: 5 compounds, then new ones.
SMILES,RmlCD inh mix,HIV RNase H inh
Cc1nn(CC(O)Cn2cnc3c2c(=O)n(C)c(=O)n3C)c(C)c1Br (stereo unspecified),0,-4
COc1ccc(C)cc1NC(=O)c1cc2ccccc2o1,-1,-4
CCN(CC(=O)Nc1c(C(=O)OC)[nH]c2ccc(C)cc12)c1ccc2c(c1)OCO2,4,-11
COc1cc(OC)cc(C(=O)Nc2ncc3c(n2)CC(C)CC3=O)c1 (stereo unspecified),-13,7
O=C(CN1CCOCC1)n1c2ccccc2c2ccccc21,11,-21
COc1ccc(-c2cn3c4c(sc3n2)CCCC4)cc1,7,-20
CN(C)C(=O)c1cn(-c2ccccc2)c(=O)c2ccccc12,-16,/
CCCCNC(=O)NS(=O)(=O)c1cnccc1Sc1ccc(Cl)cc1,-9,/
CS(=O)(=O)N1c2ccccc2[C@@]2(Br)C[C@H]3C(=O)N[C@@H](Cc4ccccc4)C(=O)N3[C@@H]12,-7,/
Cc1csc(NC(=O)c2ccc(S(=O)(=O)N(C)c3ccccc3)cc2)n1,9,/
Cc1cc(C)nc(SCc2nnc(SCC(=O)Nc3ccc(C)c(C)c3)n2Cc2ccco2)n1,2,-42
CSc1nc2cc(S(=O)(=O)N3CCOCC3)ccc2s1,-57,-16
CCOC(=O)C1=CN(c2cccc(F)c2)C=C(C(=O)OCC)C1c1cc(OC)c(O)c([N+](=O)[O-])c1,-12,/
Cc1occc1C(=O)N1CCC2(CC1)OCCO2,4,5
CCC(=O)Nc1c(C)nn(C(=O)CC)c1C,55,-10
NC(=O)c1c(N)sc(=S)n1CC1CCCO1 (stereo unspecified),-14,-14
Cc1ccc(C(=O)Nc2ccc(Br)c(C(F)(F)F)c2)cc1,-15,/
O=c1c2ccccc2cnn1-c1ccc2ccccc2c1,-8,/
CC(C)OC(=O)CSc1nnc(-c2ccncc2)n1N,-5,5
COc1ccc2[nH]c3c(N4CCN(Cc5ccc6c(c5)OCO6)CC4)ncnc3c2c1,-6,5
O=C(O)C1OC(Oc2c(-c3ccc(O)c(O)c3)oc3cc(O)cc(O)c3c2=O)C(O)C(O)C1O (stereo unspecified),11,/
COC(=O)c1ccc(C(NC(=O)OCc2ccccc2)/C(F)=C/[C@@H](C)C(=O)NCc2ccc(OC)c(OC)c2)cc1 (stereo partly specified),6,/
Cc1ccc2cc(C(=O)O)c(C)nc2c1,8,/
CCOC(=O)C1=C(C)NC(C)=C(C(=O)OCC)C1,5,-2
CCCCCn1c(=NC(=O)c2ccco2)c(C(=O)OCC)cc2c(=O)n3ccccc3nc21,/,17
CCC(NC(=O)C1(C)CC1(Br)Br)c1ccc(C)cc1 (stereo unspecified),-12,/
Cc1noc(C)c1COc1cccc(C(=O)Oc2ccc3c(c2)OCO3)c1,-5,-14
CC(C)(C)C(=O)N1CCN(c2ccc([N+](=O)[O-])cc2Cl)CC1,6,/
Cc1nc(-c2ccc3c(c2)OCO3)cs1,-10,22
CCCc1ccc(OCC(=O)O)cc1,-13,-1

# Profiles from above:
# Cc1csc(NC(=O)c2ccc(S(=O)(=O)N(C)c3ccccc3)cc2)n1 reads RmlCD inh mix = 9; HIV RNase H inh = /
# Cc1noc(C)c1COc1cccc(C(=O)Oc2ccc3c(c2)OCO3)c1 reads RmlCD inh mix = -5; HIV RNase H inh = -14
# CCOC(=O)C1=C(C)NC(C)=C(C(=O)OCC)C1 reads RmlCD inh mix = 5; HIV RNase H inh = -2

# The results go on:
SMILES,RmlCD inh mix,HIV RNase H inh
N#Cc1c2n(c3c(=O)n(Cc4ccccc4)cnc13)CCCC2,10,-55
Cc1cc(C)n(-c2nc3ccccc3nc2N2CCN(C(=O)c3ccc(F)cc3)CC2)n1,3,-3
COc1ccc(S(=O)(=O)N(CCCN2CCCC2=O)Cc2cc3cc(C)c(C)cc3[nH]c2=O)cc1,-6,-19
O=C(NCc1ccco1)c1nn(-c2ccccc2)c(=O)c2ccccc12,7,-21
O=C(CSc1nc2c(c(C(F)(F)F)n1)CCc1ccccc1-2)NCc1ccco1,-12,9
COc1nc(-c2cccs2)cc(-c2ccc(C)cc2)c1C#N,-170,/
CCOc1cc(/C=N\NC(=O)Cn2nc([N+](=O)[O-])cc2C)ccc1OCc1cccc2ccccc12,7,/
CC(=O)NCCOC(=O)Nc1sc(=S)n(C)c1C,20,/
c1ccc(OCCCN2CCCC2)cc1,-8,/
Cc1nc(-c2ccc(S(=O)(=O)N3CCCCCC3)cc2)cs1,4,-1
C=CCSc1nc2ccccc2n1C(=O)/C=C/c1ccc(OC)c(OC)c1,9,/
O=C(CSc1nnnn1-c1cccnc1)NCc1cccs1,1,5
O=C(Nc1ccc(-c2nc3ccccc3[nH]2)cc1)c1ccco1,/,-10
Cc1csc(NC(=O)c2nc3nc(C)cc(C)n3n2)n1,-9,0
CCOc1ccc2ccccc2c1/C=N/n1cncn1,-1,-11
CC12CCC(C(=O)NCC3CCCO3)(OC1=O)C2(C)C (stereo unspecified),10,-2
O=C(O)CSC1c2ccccc2C(=O)N1Cc1ccccc1 (stereo unspecified),6,-2
CC(C)Oc1ccc(CNC2CCOC(C)(C)C2)cc1 (stereo unspecified),-15,-1
CCOC(=O)CCP(=O)(O)C(O)c1ccccc1 (stereo unspecified),-4,/
C=C(C)C(=O)N1CC2(CC(c3cccc(NC(=O)/C=C\C)c3)=NO2)C[C@H]1C(N)=O (stereo partly specified),3,/
O=C(CN1C(=O)C2CC=CCC2C1=O)OCCN1C(=O)c2ccccc2C1=O (stereo unspecified),0,-45
CCCCC/C=C\C/C=C\C/C=C\C/C=C\CCCC(=O)Nc1ccc(O)cc1,-12,/
COc1cc(CO)cc(-c2cc(CO)cc(OC)c2OC)c1OC,4,-11
COc1ccc(Nc2nnc(Cc3ccccc3)c(=O)[nH]2)c(OC)c1,-10,-6
Cc1cc(C)n(CC(C)O)c(=O)c1C#N (stereo unspecified),6,/

# (cont.)
SMILES,RmlCD inh mix,HIV RNase H inh
c1nc(N2CCC3(CC2)OCCO3)c2[nH]cnc2n1,/,-19
CCOC(=O)c1cc2c(=O)n3ccccc3nc2n(Cc2ccc(Cl)cc2)c1=N,/,-4
COc1ccc(C(=O)Nc2ccc(Cl)cc2C(=O)NCc2ccco2)cc1,3,/
CCOc1ccc(-c2nc(S(=O)(=O)c3ccccc3)c(NCc3cccnc3)o2)cc1,-1,0
COC(=O)c1ccc(Sc2ccccc2NS(=O)(=O)c2ccc(NC(C)=O)cc2)nc1,3,/
CCOC(=O)C1=C(C)Nc2nc(SCC(=O)OC)nn2C1c1cc(F)cc(F)c1 (stereo unspecified),0,4
Cc1ccc(C(NC(N)=O)c2ccccc2C)cc1 (stereo unspecified),-8,/
CCCCn1c(O)c(C(CC)=NCCCN(C)C)c(=O)[nH]c1=O,14,0
CC(C)C[C@H]1COCCS(=O)(=O)N1Cc1cccc(F)c1,12,/
Cn1ccnc1C(O)(c1nnc(-c2ccccc2)o1)C(F)(F)F (stereo unspecified),-2,-6
CCCc1cc(=O)[nH]c(SCCOc2ccc(Cl)cc2)n1,16,-51
O=C(Nc1ccccc1)N1CCSc2cc(Cl)ccc21,4,/
C#CCOCCOCCOCCNc1nc(N2CCN(C(=O)[C@H](CCCCN)n3cc(C(N)CO)nn3)CC2)nc(N2CCN(C(=O)[C@H](CCC(=O)O)n3cc(C(N)Cc4ccc(O)cc4)nn3)CC2)n1 (stereo partly specified),-18,/
COc1ccc(N/C(=C(/C(Cl)=C(Cl)Cl)[N+](=O)[O-])n2nnc3ccccc32)cc1,-9,/
Cc1cccc(OC(=O)C2C(c3ccccc3)C(C(=O)O)C2c2ccccc2)c1 (stereo unspecified),-14,/
COc1ccc(NC(=O)CSc2nnc(-c3cccnc3)o2)cc1,-11,/
CC(C)C(=O)NCCc1nc(-c2ccccc2)no1,8,/
Cn1c(=O)c2c(nc(NCCCN3CCOCC3)n2Cc2ccc(Cl)c(Cl)c2)n(C)c1=O,/,-1
Cc1cc(NS(=O)(=O)c2ccc(NC(=O)c3ccoc3C)cc2)nc(C)n1,/,-11
COc1ccc(-c2nc(-c3ccccc3)nc(Cl)c2C#N)cc1,30,/
O=C(CCC(=O)OCCCC(F)(F)C(F)(F)F)Nc1ccccc1,-6,-1
CCC(C)[C@H](NC(=O)NCc1ccccc1Cl)C(=O)O (stereo partly specified),8,-10
CCOC(=O)C1CCN(CCC(=O)Nc2cccc(Cl)c2C)CC1,-1,0
Cc1nn(-c2ccccc2)c2nc(N)c(C#N)c(-c3ccc(F)cc3)c12,-12,-16
O=C(N/N=C/c1cccc(O)c1)c1csc2ccccc12,-9,/

# Carrying on:
SMILES,RmlCD inh mix,HIV RNase H inh
Clc1ccc2nc(CSc3nc4ccccc4o3)cn2c1,-5,1
O=C(NCc1cccs1)C(Cc1ccccc1)n1cccc1 (stereo unspecified),-5,2
Oc1ccc(Cl)cc1Cc1cc(Cl)ccc1O,-15,-79
CC(=O)OC1COC(N2CCc3cc(Br)c([N+](=O)[O-])cc32)C(OC(C)=O)C1OC(C)=O (stereo unspecified),7,/
O=C(NCCCN1CCC(Cc2ccccc2)CC1)C1CCC(=O)N1C1CCCC1 (stereo unspecified),5,-7
CCOC(=O)c1ccc(N2C(=O)CC(N3CCN(Cc4ccccc4)CC3)C2=O)cc1 (stereo unspecified),/,0
CC(O)CSc1nc2c(c(=O)n(C)c(=O)n2C)n1CCCc1ccccc1 (stereo unspecified),-11,-10
Cn1c(C(=O)O)cc2cc(F)ccc21,3,-2
CC[C@@H]1CC=C[C@H]2[C@H]1C(=O)N(Cc1ccccc1)[C@H]2c1cc(C)ccc1F,-14,/
COc1cccc(CNc2ccc(N3CCCCC3)cc2)c1OC,-3,5
Cn1c(Cn2c(=O)sc3ccccc32)nnc1SCC(=O)NCc1ccco1,?,-2
COc1ccc(CCNC(=O)c2ccc3nc(-c4ccco4)c(-c4ccco4)nc3c2)cc1OC,/,93*
O=C(Oc1c(CN2CCOCC2)cc(Cl)c2cccnc12)c1ccc(F)cc1,2,-4
CCN(CC)S(=O)(=O)c1ccc(Br)c(OC)c1,4,-67
COc1cc(C(=O)N2CCN(c3cc(Cl)ccc3Cl)CC2)cc(OC)c1OC,6,-18
Cc1c(C(=O)NCCCN2CCOCC2)sc2nc(-c3ccc(F)cc3)cn12,-12,-3
COc1cc(C2C(C(C)=O)=C(C)Nc3ncnn32)ccc1O (stereo unspecified),9,-10
COc1ccc(NC(=O)CSc2nnc(CNc3ccc(F)cc3)o2)c(OC)c1,-3,1
CC1=Nn2c(nnc2-c2cc(-c3ccccc3)n[nH]2)SC1,-7,-7
CC1(c2nnc(-c3cccc(Cl)c3)o2)CC(c2c(Cl)cccc2Cl)=NO1 (stereo unspecified),-10,/
Cc1ccc(SCc2nc(-c3ccccn3)no2)cc1,16,-36
O=C(Nc1nnc(-c2ccc3c(c2)CCCC3)o1)c1ccccc1,-12,/
Cc1ccc(C2/C(=C(/O)c3ccc(OC(C)C)cc3)C(=O)C(=O)N2CCN2CCOCC2)cc1 (stereo unspecified),-2,-12

# Four compounds drawn at random from the list so far, as already listed:
SMILES,RmlCD inh mix,HIV RNase H inh
Oc1ccc(Cl)cc1Cc1cc(Cl)ccc1O,-15,-79
COc1cc(C2C(C(C)=O)=C(C)Nc3ncnn32)ccc1O (stereo unspecified),9,-10
CC(=O)OC1COC(N2CCc3cc(Br)c([N+](=O)[O-])cc32)C(OC(C)=O)C1OC(C)=O (stereo unspecified),7,/
O=C(NCCCN1CCC(Cc2ccccc2)CC1)C1CCC(=O)N1C1CCCC1 (stereo unspecified),5,-7

# An excerpt; the hit share may differ from the screen's.
